MEKK2mut PB1 HTS: signal of MEK5 binding to mutant human MEKK2 PB1 domain | percent response, % at 10 µM | 290,000 compounds, 0.35% hits | bead flow cytometry, Alexa488-MEK5 binding to MEKK2 mutant | AID 1530; in the data active = percent response above about 24%, passing the limit was not always enough; note: inactives centre near 1; some results filed as inactive read as strong as hits
PfM18AAP inh: blocks P. falciparum M18 aspartyl aminopeptidase | AID 1822 | recombinant PfM18AAP, H-Glu-NHMec fluorogenic cleavage | 290,000 compounds, 1.2% hits | inhibition, % at 7.35 µM;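 active = inhibition above the campaign mean inhibition over all tested compounds plus 3 SD, cut at about 28% in these data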;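 note: 0% = plate median of test compound wells and 100% = 2 mM ZnCl2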
OXTR agonist: agonists of human oxytocin receptor | P30559 | CHO-OTR cells, Fluo-8 calcium fluorescence; normalized: DMSO 0%, oxytocin 100% | activation, % at 3 µM | 320,000 compounds, 0.32% hits | AID 2435;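 active = activation above the mean of all tested compounds plus 3 SD, cutoff set per screening run, cut at about 20% in these data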;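 note: peak over basal fluorescence ratio from a 100 s FLIPR kinetic read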
V1R ag counter: V1a receptor agonism, counter-screen for OXTR agonists | P37288 | CHO-V1R cells, Fluo-8 calcium fluorescence, agonist mode; 0% DMSO, 100% 3 nM vasopressin | activation, % at 3 µM | 320,000 compounds, 0.25% hits | AID 2797;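 active = activation above the mean activation of all tested compounds plus 3 SD, per screening run, cut at about 20% in these data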;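 note: signal is peak over basal fluorescence ratio across a 100 second FLIPR read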
Target sequence (P37288 whole entry, looked up): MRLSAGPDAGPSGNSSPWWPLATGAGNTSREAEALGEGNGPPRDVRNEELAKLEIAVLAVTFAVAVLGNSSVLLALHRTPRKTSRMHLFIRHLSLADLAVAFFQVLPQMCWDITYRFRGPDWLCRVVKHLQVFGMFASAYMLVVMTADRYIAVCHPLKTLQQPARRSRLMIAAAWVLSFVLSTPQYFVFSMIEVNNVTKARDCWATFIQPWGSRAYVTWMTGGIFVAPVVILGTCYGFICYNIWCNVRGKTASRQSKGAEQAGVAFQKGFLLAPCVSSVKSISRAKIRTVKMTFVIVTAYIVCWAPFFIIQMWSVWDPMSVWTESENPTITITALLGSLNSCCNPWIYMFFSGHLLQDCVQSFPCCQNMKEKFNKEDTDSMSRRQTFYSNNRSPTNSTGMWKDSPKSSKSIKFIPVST
GalR3 antagonist: human GalR3 antagonism | O60755 | HEK293 GalR3-CNG cAMP membrane potential fluorescence; galR3 body fused to GalR1 C-terminus | inhibition, % at 3 µM | 360,000 compounds, 0.44% hits | AID 651719;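 active = inhibition above the screen-wide average plus 3 SD, cut at about 13% in these data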;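 note: forskolin and galanin both at EC90 stimulate the cells; cAMP rise reported by CNG channel membrane potential dye signal; 0% = forskolin plus galanin with DMSO and 100% = forskolin alone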
Target sequence (O60755 1-299 limits assumed): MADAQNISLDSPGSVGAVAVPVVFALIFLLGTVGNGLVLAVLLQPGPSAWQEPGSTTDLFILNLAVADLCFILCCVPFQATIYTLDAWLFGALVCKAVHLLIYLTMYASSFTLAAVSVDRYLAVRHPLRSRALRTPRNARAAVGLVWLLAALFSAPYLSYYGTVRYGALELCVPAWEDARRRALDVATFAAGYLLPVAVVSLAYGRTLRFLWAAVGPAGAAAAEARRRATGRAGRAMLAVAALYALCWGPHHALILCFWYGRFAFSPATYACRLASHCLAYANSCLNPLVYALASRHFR
NALP1 yeast inh: inhibitors of NALP1 inflammasome in yeast. S. cerevisiae NALP1/ASC/caspase-1 growth, X-gal OD620, 72 h. inhibition, % at 10 µM. 280,000 compounds, 0.61% hits. AID 2071; in the data active = inhibition mostly above about 24%, no sharp cut-off; inactive = mostly below about 32%; note: some compounds called inactive have numbers as strong as hits
MEKK2wt PB1 HTS: raises or lowers MEK5 binding to wildtype human MEKK2 PB1 domain. Q9Y2U5. 290,000 compounds, 1.1% hits. binding response (% of control), % at 10 µM. bead flow cytometry, Alexa488-MEK5 binding to MEKK2 WT; actives lie on both sides. AID 1531; in the data active = binding response below about 67% or above about 130%
GPR7 antagonist: antagonists of human GPR7 (neuropeptides B/W receptor 1); P48145; GPR7-expressing cells, fluorescence antagonist assay; inhibition, % at 4.4 µM; 290,000 compounds, 1.1% hits; in the data active = inhibition above about 16%, passing the limit was not always enough;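 note: cells stimulated with the agonist NPW; 0% = agonist with vehicle and 100% = vehicle without agonist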
Target sequence (P48145 whole entry, looked up): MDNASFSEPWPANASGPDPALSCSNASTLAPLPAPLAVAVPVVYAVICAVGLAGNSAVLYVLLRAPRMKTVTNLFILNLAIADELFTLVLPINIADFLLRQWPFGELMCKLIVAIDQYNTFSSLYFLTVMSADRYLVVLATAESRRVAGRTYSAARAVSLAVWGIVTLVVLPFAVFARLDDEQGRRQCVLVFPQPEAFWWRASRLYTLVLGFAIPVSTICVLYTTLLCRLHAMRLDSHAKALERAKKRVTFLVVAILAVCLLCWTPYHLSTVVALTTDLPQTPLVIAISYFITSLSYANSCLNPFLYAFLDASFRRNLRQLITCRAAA
OXTR potentiate: potentiates the human oxytocin receptor response. 320,000 compounds, 0.061% hits. activation, % at 3 µM. CHO-OTR cells, Fluo-8 calcium fluorescence, potentiator mode; 0% = oxytocin EC15, 100% = EC100. P30559;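 active = activation above that plate's cutoff, the mean activation of tested compounds plus 3 SD, cut at about 6.6% in these data, passing the limit was not always enough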;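 note: 100% uses oxytocin at 75 nM as the full agonist control; some results filed as inactive read as strong as hits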
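Measured by – Fluo-8 calcium dye fluorescence · Test system – human OTR in CHO cells · Dosing – one concentration, 3.0 µM compound · Controls – EC15 oxytocin alone as 0%, 75 nM oxytocin as 100% · Evaluation – normalized max/min fluorescence ratio, % activation · Timing – 6 min pre-incubation, 100 s read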
* marks the source's active call; other numbers are inactive results; nt = no result given; [ ] = remark or other dose.

SMILES | MEKK2mut PB1 HTS | PfM18AAP inh | OXTR agonist | V1R ag counter | GalR3 antagonist | NALP1 yeast inh | MEKK2wt PB1 HTS | GPR7 antagonist | OXTR potentiate
Cc1c(O)ccc2c(CN3CCN(CCO)CC3)cc(=O)oc12 | 0 | 1 | 0.7 | 1.1 | 4 | 20 | 103 | -10 | -6
Cc1ccc(C)c(N(C)S(=O)(=O)c2ccc3[nH]cc(C(=O)NCCN4CCOCC4)c(=O)c3c2)c1 | -4 | -6 | 0.9 | 0.4 | -10 | 23 | 90 | -10 | -5
COc1ccc(-n2c(CN3CCN(c4ccccc4OC)CC3)nc3ccc([N+](=O)[O-])cc3c2=O)c(OC)c1 | -2 | 8 | nt | nt | -7 | 6 | 97 | -16 | nt
O=C(Nc1ccc2ccccc2c1)[C@@H]1C[C@H]1[C@@H](NP(=O)(c1ccccc1)c1ccccc1)c1ccccc1 | -5 | 8 | 0.3 | 1.4 | -6 | 31 | 94 | -14 | -13
CC(=O)NN1C(=O)/C(=C/c2ccc(Br)o2)SC1=S | 0 | 18 | -0.5 | 1.4 | -2 | 4 | 92 | 4 | -9
CC(=O)c1ccc(N2CCN(C(=O)c3ccc(NC(=O)C4CCCO4)cc3)CC2)cc1 (stereo not drawn) | -5 | -1 | -0.3 | 0.5 | -2 | 2 | 87 | -4 | -1
Cc1ccc(-c2nc(C)sc2CC(=O)Nc2cccc(C)c2C)cc1 | 0 | -3 | -1.6 | -1.2 | -6 | 17 | 92 | -5 | 4
O=C(Nc1ccc(S(=O)(=O)N2CCCCC2)cc1)c1ccc(CN2CCOCC2)cc1 | 5 | 0 | 20* | 17 | nt | 9 | 89 | 60* | -12
COc1ccc(-n2c(CNC(=O)COc3ccc(Cl)cc3Cl)n[nH]c2=S)cc1 | -10 | 14 | -1.7 | 0.1 | 0 | 4 | 90 | -1 | -10
CN(C(=O)COC(=O)c1ccc(Cl)cc1N)C1CCCCC1 | 0 | 7 | -2.2 | -0.4 | 2 | -2 | 98 | 1 | -9
COc1cc(NC(=O)CN2C(=O)C(=O)N(C3CCCC3)C2=O)cc(OC)c1 | nt | nt | 2.1 | 1.4 | -3 | nt | nt | nt | -4
Cc1ccc(NC(=O)c2nc[nH]c2C(=O)N2CCCCC2)c(C(=O)c2ccccc2)c1 | -1 | 1 | 0.0 | 0.0 | -3 | 2 | 98 | 8 | 0
CNC(=O)CN(c1cc(OCCOC)c(Cl)cc1Cl)S(=O)(=O)c1ccccc1 | -3 | -4 | 0.4 | 1.1 | -6 | 16 | 94 | -1 | -20
Cc1cc(NC(=O)CN2C(=O)NC3(CCCCCC3)C2=O)no1 | 2 | -4 | 0.3 | -0.2 | -8 | nt | 100 | -3 | -4
Cc1ccc(NC(=S)NCc2ccc3c(c2)OCO3)cc1C | 0 | 3 | 0.9 | 3.6 | -5 | 6 | 98 | -10 | -6
C/C(=C\C(=O)Nc1cc(C)on1)c1ccccc1 | -1 | -7 | 0.2 | -0.2 | -7 | 6 | 101 | 4 | -3
COc1cc(/C=C2\SC(=Nc3ccccc3)NC2=O)cc(Cl)c1O | 1 | 13 | 89* | 70* | -9 | 3 | 100 | 18 | -11
COCCN1C(=O)c2ccccc2C(C(=O)NCCN(C)C)C1c1ccc(F)cc1 (stereo not drawn) | 2 | -3 | 0.1 | -1.3 | -3 | -14 | 102 | 0 | -5
CCOC(=O)c1ccc(N2CCN(c3ccccc3F)CC2)c(NC(=O)Nc2ccccc2)c1 | 9 | 3 | -0.5 | 4.7 | -5 | 7 | 30*[inhibitor] | 19 | -3
Cc1nc2ccc(Br)cc2c(-c2ccccc2)c1C(=O)O | 7 | 1 | 0.0 | 0.5 | 11 | 16 | 108 | -8 | -10
CCCC(=O)Nc1ccc2c(c1)nc(CN1CCN(C(=O)OCC)CC1)n2C | 4 | 1 | 0.7 | 0.5 | 4 | 10 | 98 | -5 | -7
O=C(Cc1cccs1)Nn1c(Cc2cccs2)nc2ccccc2c1=O | 1 | 3 | -0.4 | 1.1 | nt | 7 | 99 | -2 | -5
O=C1C2C3C=CC(C3)C2C(=O)N1CCCCCCN1C(=O)C2C3C=CC(C3)C2C1=O (stereo not drawn) | -17 | 18 | 1.6 | 1.4 | -8 | 20 | 84 | 6 | -3
O=C(CCNC(=O)c1ccccc1)NNC(=O)c1ccccc1Br | nt | nt | 1.0 | -0.1 | -5 | nt | nt | nt | 6
Cc1ccc(SCC(=O)Nc2ccc(S(=O)(=O)Nc3ncccn3)cc2)cc1 | 7 | 5 | -0.5 | -0.6 | -5 | -4 | 100 | -22 | -1

(cont.)
SMILES | MEKK2mut PB1 HTS | PfM18AAP inh | OXTR agonist | V1R ag counter | GalR3 antagonist | NALP1 yeast inh | MEKK2wt PB1 HTS | GPR7 antagonist | OXTR potentiate
Cc1cc(C)n(-c2ccc(OCC(=O)O)nn2)n1 | -2 | -1 | 1.7 | 1.0 | 1 | 1 | 96 | -9 | 2
O=C(NCCc1c[nH]c2ccccc12)c1ccc(Br)o1 | nt | nt | 4.1 | 2.7 | 5 | nt | nt | nt | -3
COP(=O)(c1ccc(N(C)C)cc1)C(O)c1ccccc1 (stereo not drawn) | 5 | 1 | 0.2 | 0.8 | -11 | 16 | 105 | -7 | 8
O=C(Nc1ccc(F)cc1)N(Cc1ccco1)Cc1cc2cc3c(cc2[nH]c1=O)OCO3 | 3 | 6 | -2.3 | -0.5 | -3 | 27 | 99 | -7 | -23
CCC(c1nnnn1C(C)(C)C)N(Cc1ccco1)Cc1cc2cccc(C)c2[nH]c1=O (stereo not drawn) | -3 | 1 | -1.4 | -1.6 | -3 | 6 | 90 | 3 | -4
CC[C@@H]1C=C(C(=O)O)[C@H](c2ccc(OC)c(OC)c2)N1S(=O)(=O)c1ccc(C)cc1 | nt | nt | 1.2 | 1.4 | -6 | nt | nt | nt | 2
FC(F)(F)c1ccc(-c2nnc(-c3ccccn3)c(-c3ccccn3)n2)nc1 | -37 | -3 | 0.8 | 0.4 | -2 | 10 | 66 | 3 | -11
COC(=O)c1cc(=O)n(Cc2cccs2)c(=NCc2cccs2)s1 | 4 | -2 | -0.7 | 0.2 | -1 | 3 | 102 | -8 | -7
Cc1ccc(NC(=O)C2CCN(C(=O)c3cccs3)CC2)c(C)c1 | -3 | 2 | -1.2 | 0.4 | -7 | 15 | 100 | 0 | -8
O=C(Cc1cccs1)Nc1nnc(SCc2cccc3ccccc23)s1 | 9 | 0 | -1.0 | -0.5 | 1 | 11 | 117 | -7 | -7
COc1cc(/C=C/c2cccc[n+]2C)ccc1OCC(=O)Nc1ccccc1C | 6 | 4 | 0.6 | 0.1 | -6 | 22 | 101 | 2 | 1
CC(C)C(=O)NC(=S)Nc1sc2c(c1C(N)=O)CCCC2 | -2 | 9 | 9.5 | 13 | -3 | 12 | 97 | -3 | -12
O=c1c(C=Nc2ccc(Cl)cc2)c[nH]n1-c1cccc(Cl)n1 | 0 | 0 | -0.9 | -1.3 | -4 | -7 | 103 | 1 | -4
c1ccc(-c2ccc(C3=Nn4c(nnc4-c4cc(-c5ccccc5)n[nH]4)SC3)cc2)cc1 | -1 | 2 | 0.2 | 0.6 | -9 | 8 | 78 | -6 | -8
[S-]C(=Nc1ccc(Cl)cc1)N[n+]1ccccc1 | 5 | 7 | 2.9 | 1.3 | 1 | 4 | 105 | -14 | -9
N#Cc1c(-c2ccccc2)c(-c2ccccc2)n(Cc2ccco2)c1NC(=O)c1cccs1 | -1 | 0 | -0.5 | -0.3 | -11 | -27 | 94 | -6 | -2
O=C(NNC(=O)c1cc(-c2ccccc2)nn1-c1ccccc1)c1ccccc1 | 2 | 6 | 0.3 | 0.3 | -2 | 12 | 104 | -13 | -1
COc1ccc(-c2ccc(CCC(=O)O)n2NC(=O)c2ccc(C(C)(C)C)cc2)cc1 | -1 | 3 | -0.3 | -0.1 | -5 | 11 | 95 | -13 | -4
COc1ccc(NC(=O)CN2CC(c3ccccc3)CC2=O)cc1OC (stereo not drawn) | -5 | -1 | -0.1 | 0.2 | 0 | 12 | 92 | 2 | -2
COc1ccccc1N1CCN(c2ncnc3nc[nH]c23)CC1 | 2 | 6 | -0.1 | 1.2 | 7 | 15 | 111 | -8 | -8
COc1cc([N+](=O)[O-])cc2sc(NC(=O)C3CC3)nc12 | -2 | 0 | -2.5 | -1.5 | -3 | -18 | 93 | -11 | -8
O=C(CN1C(=O)CCOc2ccccc21)Nc1cccc(S(=O)(=O)N2CCOCC2)c1 | nt | nt | 0.3 | 0.3 | -4 | nt | nt | nt | 0
COC(=O)c1ccc2c(=O)n(Cc3ccc(C(=O)NC(C)C)cc3)c(=S)[nH]c2c1 | -3 | -3 | 0.2 | -0.3 | 10 | 4 | 91 | -9 | -3
Cc1ccc(CS(=O)(=O)Cc2ccc(C(=O)NC3CC3)o2)cc1 | 1 | 1 | 4.3 | 5.3 | -3 | 21 | 102 | -9 | -11
CCN(C(=O)COC(=O)c1cnccn1)c1cccc2ccccc12 | nt | nt | -0.2 | -0.3 | -7 | nt | nt | nt | -4

The closing 2 entries of the part above come first, to join the parts.
SMILES | MEKK2mut PB1 HTS | PfM18AAP inh | OXTR agonist | V1R ag counter | GalR3 antagonist | NALP1 yeast inh | MEKK2wt PB1 HTS | GPR7 antagonist | OXTR potentiate
Cc1ccc(CS(=O)(=O)Cc2ccc(C(=O)NC3CC3)o2)cc1 | 1 | 1 | 4.3 | 5.3 | -3 | 21 | 102 | -9 | -11
CCN(C(=O)COC(=O)c1cnccn1)c1cccc2ccccc12 | nt | nt | -0.2 | -0.3 | -7 | nt | nt | nt | -4
O=C(Nc1ccc(CN2CCCCC2)cc1)c1cccc(Br)c1 | 10 | 1 | 3.2 | 2.7 | -2 | 40 | 110 | -6 | -4
CC(NC(=O)c1cccs1)c1ccc(Br)cc1 (stereo not drawn) | nt | nt | 0.8 | 2.1 | -3 | nt | nt | nt | -4
Cc1nc2cc3c(cc2c(C)c1C(=O)OC(C)C)OCO3 | -1 | 3 | -0.5 | -0.2 | -5 | 39 | 101 | -4 | 2
CCOC(=O)COc1cccc2c(=O)n(CC(=O)N3CCCc4ccccc43)ccc12 | 5 | 3 | -1.4 | 0.3 | nt | 38 | 101 | -2 | -9
CCOC(=O)CNC(=O)Nc1ccccc1C(=O)OC | 2 | 2 | -0.1 | 0.6 | -6 | 0 | 104 | -3 | -9
CC(C)(C)NC(=O)c1cc(C(C)(C)C)c(O)c(C(C)(C)C)c1 | 0 | 6 | -2.7 | 0.8 | -11 | 19 | 94 | 11 | 10*
CNC(=S)N1CCN(c2ccccn2)CC1 | -1 | -2 | 1.0 | 0.5 | -1 | 10 | 105 | -8 | 2
O=C(NCCCN1CCOCC1)c1onc(CSc2ccc(F)c(F)c2)c1C(=O)NCCCN1CCOCC1 | 5 | nt | -1.1 | 1.0 | -1 | nt | 112 | nt | -6
COc1cccc(Cn2c(Oc3cccc(C)c3)nc3c2c(=O)n(C)c(=O)n3C)c1 | -6 | -8 | -1.0 | -0.7 | -2 | 15 | 97 | 4 | -10

Compound profiles, from the list above. Order of values: MEKK2mut PB1 HTS	PfM18AAP inh	OXTR agonist	V1R ag counter	GalR3 antagonist	NALP1 yeast inh	MEKK2wt PB1 HTS	GPR7 antagonist	OXTR potentiate
`Cc1ccc(NC(=O)C2CCN(C(=O)c3cccs3)CC2)c(C)c1` across the screens: -3	2	-1.2	0.4	-7	15	100	0	-8
`Cc1nc2cc3c(cc2c(C)c1C(=O)OC(C)C)OCO3` across the screens: -1	3	-0.5	-0.2	-5	39	101	-4	2
